# Screening results (PubChem)
# D1 agonist – Allosteric Agonists of the Human D1 Dopamine Receptor: qHTS; D(1A) dopamine receptor (Homo sapiens), P21728; HEK293 T-REx D1 cells, calcium flux, agonist mode; activation, % at 2 µM; 1% of 360,000 active; AID 504660, 2011; also: 0% is about no effect
#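 Agonism was scored from calcium flux recorded over 180 s (1 read/s) after pintool compound addition, following a 10-cycle baseline. Cells were inducible force-coupled HEK293 TREx D1, plated overnight at 30 C and loaded with no-wash calcium dye.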
# D1 potentiator – Potentiators of Human D1 Dopamine Receptor: qHTS | D(1A) dopamine receptor (Homo sapiens), P21728 | HEK293 TREx D1 cells, calcium flux, dopamine EC20 potentiation | potentiation, % at 10 µM | 0.036% of 360,000 active; in the data active = potentiation above about 30%; also: 0% is about no effect
# TRHR ag – qHTS for Small Molecule Agonists and Allosteric Enhancers of Human TRH Receptor: Primary Screen for Agonists | activation, % at 2 µM | TRHR cells, calcium flux fluo-8, FDSS agonist mode | AID 493084, 2011 | Thyrotropin-releasing hormone receptor (Homo sapiens), P34981 | 0.18% of 360,000 active; also: 0% is about no effect
# Target sequence (P34981 whole entry, looked up): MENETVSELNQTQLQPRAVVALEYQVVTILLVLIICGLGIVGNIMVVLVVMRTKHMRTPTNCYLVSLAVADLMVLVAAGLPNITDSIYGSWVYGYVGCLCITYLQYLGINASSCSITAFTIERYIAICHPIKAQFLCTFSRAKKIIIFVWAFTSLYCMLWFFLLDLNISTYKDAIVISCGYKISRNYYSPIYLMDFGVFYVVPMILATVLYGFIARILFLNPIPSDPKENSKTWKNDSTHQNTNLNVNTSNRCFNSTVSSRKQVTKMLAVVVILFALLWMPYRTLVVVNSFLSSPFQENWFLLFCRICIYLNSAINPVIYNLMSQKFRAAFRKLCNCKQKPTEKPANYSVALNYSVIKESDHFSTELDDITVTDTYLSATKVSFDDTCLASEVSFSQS
#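 TRHR-expressing cells, plated overnight in medium with 10% serum, were loaded with fluo-8 calcium dye at room temperature. After a 10 s baseline, library compound was pin-added and calcium release was recorded kinetically (ex 480/em 530) as agonist response.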
# D1 antag – Antagonist of Human D 1 Dopamine Receptor: qHTS; 3.2% of 360,000 active; HEK293 TREx D1 cells, calcium flux, dopamine EC80; active compounds read low; activity change, negative = inhibition, % at 10 µM; in the data active = activity change below about -30%; also: % is scaled to controls: 0 for no effect and ±100 for the full control effect
#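 Allosteric or orthosteric antagonism assessed as attenuation of the calcium response to EC80 dopamine, added 180 s after compound, in induced HEK293 Trex D1 cells loaded with no-wash calcium dye.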
# TRHR enhancer – qHTS for Small Molecule Agonists and Allosteric Enhancers of Human TRH Receptor: Primary Screen for Enhancers. 0.66% of 360,000 active. enhancement, % at 2 µM. AID 493056, 2011. TRHR cells, fluo-8 calcium fluorescence, EC20 TRH enhancement. Thyrotropin-releasing hormone receptor (Homo sapiens), P34981; in the data active = enhancement above about 30%; also: 0% is about no effect
#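 Enhancer read-out: after compound pinning and an initial kinetic agonist-mode read, an EC20 of TRH (10 nM final) was injected and fluo-8 calcium signal (Ex 480/Em 530) followed at 1 s/cycle for 100 cycles in TRHR-expressing cells.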
# D2 PAM – HTS Assay for Positive Allosteric Modulators of the Human D2 Dopamine Receptor: Primary Screen for Potentiators. D(2) dopamine receptor (Homo sapiens), P14416. HEK293 T-REx D2, calcium flux, EC20 dopamine potentiation. potentiation, % at 10 µM. 0.34% of 340,000 active. AID 485347, 2010;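 active = potentiation over 3 SD above the plate norm, cut at about 30% in these data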; also: 0% is about no effect
# Target sequence (P14416 whole entry, looked up): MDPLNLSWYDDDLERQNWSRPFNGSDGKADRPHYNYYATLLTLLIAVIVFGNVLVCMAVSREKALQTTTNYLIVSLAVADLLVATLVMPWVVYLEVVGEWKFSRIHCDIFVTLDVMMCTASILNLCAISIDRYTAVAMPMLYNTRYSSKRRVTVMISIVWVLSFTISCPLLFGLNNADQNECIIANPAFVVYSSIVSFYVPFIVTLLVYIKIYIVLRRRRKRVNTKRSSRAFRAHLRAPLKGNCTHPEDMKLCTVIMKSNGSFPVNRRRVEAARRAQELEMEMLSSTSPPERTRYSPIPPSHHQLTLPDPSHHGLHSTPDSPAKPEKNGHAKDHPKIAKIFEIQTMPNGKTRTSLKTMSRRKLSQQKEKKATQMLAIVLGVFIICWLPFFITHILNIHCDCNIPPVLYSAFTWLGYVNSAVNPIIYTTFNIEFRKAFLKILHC
#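 Calcium flux readout, no-wash dye, 1 read/s. Inducible HEK293 Trex D2 line, overnight 30 C. Compound alone 180 s (agonist flags), then EC20 dopamine, another 180 s to score potentiation.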
# RXFP1 antag – qHTS Assay for Antagonists of the Relaxin Receptor RXFP1; HEK293-RXFP1, relaxin-stimulated cAMP HTRF, 30 min; active compounds read low; activity change, negative = inhibition, % at 57.5 µM; Relaxin receptor 1 (Homo sapiens), Q9HBX9; 0.59% of 350,000 active; AID 1259400, 2018;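 active = activity change of -60% or lower, but not beyond a set lower limit; inconclusive = change between -60% and -40%, or beyond the set limit; inactive = change above -40%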; also: % is scaled to controls: 0 for no effect and ±100 for the full control effect
# D2 ag – HTS Assay for Allosteric Agonists of the Human D2 Dopamine Receptor: Primary Screen for Agonists | HEK293 T-REx D2 cells, calcium flux agonist mode | AID 485358, 2010 | activation, % at 2 µM | 0.53% of 340,000 active;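 active = activation over 3 SD above normal in the single-dose calcium agonist read, cut at about 30% in these data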; also: 0% is about no effect
#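 Agonism scored from kinetic calcium signal (1 read/sec, 180 s) following compound pin transfer, after a 10 s baseline. Cells: HEK293 Trex line expressing inducible D2 receptor coupled to calcium, dye-loaded after overnight culture at 30 C.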
# D2 antagonist – HTS Assay for Allosteric Antagonists of the Human D2 Dopamine Receptor: Primary Screen for Antagonists. AID 485344, 2010. D(2) dopamine receptor (Homo sapiens), P14416. 2% of 340,000 active. inhibition, % at 10 µM. HEK293 TREx D2 cells, calcium flux, dopamine EC80; in the data active = inhibition above about 30%; also: 0% is about no effect
#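 Read-out: kinetic calcium fluorescence (1 cycle/s) in inducible HEK293 T-REx D2 cells after an EC80 dopamine addition that followed 180 s compound preincubation. Loss of the dopamine response indicates antagonism.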
# * marks the source's active call; other numbers are inactive results; ? = inconclusive; . = no result given; & = joins results of further samples; ! = not confirmed by another sample. Rule as the data show it, unless noted: active = activation above about 30%; inactive = the rest.
# Values run as follows: TRHR ag	D1 potentiator	RXFP1 antag	D1 antag	D2 PAM	TRHR enhancer	D1 agonist	D2 ag	D2 antagonist
Cc1ccc(-n2cc(C(=O)OCc3ccc(F)c(F)c3)c3ccccc3c2=O)cc1
  0.0	-4	-13	6	0	4	1	0.9	.
COc1ccc(-n2nc3c(N4CCCC(C(=O)NCCc5ccccc5C)C4)nnc(C)c3c2C)cc1 (stereo not drawn)
  0.3	-1	?	15	3	-1	5	0.4	.
CCOC(=O)C1=C(C)C(c2cccc(Oc3ccccc3)c2)NC(=S)N1 (stereo not drawn)
  0.1	-10	-10	-2	-3	15	-2	-0.1	-4
CC(C)C(c1nnnn1CC1CCCO1)N1CCN(Cc2ccc3c(c2)OCO3)CC1 (stereo not drawn)
  -0.7	0	-7	4	-12	-8	2	3.4	4
Cc1[nH]c2ccccc2c1C(=O)C(=O)NC1CC(=O)N(c2ccc(F)cc2)C1 (stereo not drawn)
  0.6	-4	-10	-3	1	1	2	0.5	10
Cc1cc(C)cc(N(CC(=O)NC2CCCCC2)C(=O)c2ccc(C)s2)c1
  -0.1	-4	-11	-33*	-2	-6	0	-0.5	1
CCOc1ccc(CNC(=O)C2CCCN(c3nc4c(C)cc(C)cc4s3)C2)cc1 (stereo not drawn)
  0.0	-6	-10	-21	1	1	1	-0.1	.
COc1ccccc1N(CC(=O)Nc1ccc(Br)cc1F)S(=O)(=O)c1cccs1
  0.6	2	15	7	3	12	5	-0.6	-6
COc1ccc([N+](=O)[O-])cc1NC(=O)CC1SC(=Nc2cccc(C)c2C)N(/N=C(\C)c2ccc(C)cc2)C1=O (stereo not drawn)
  0.3	-4	-9	-6	-8	4	2	1.1	-1
C=CCn1c(=O)c(C(=O)OCC)c(O)c2ccccc21
  -0.3	4	1	3	1	6	2	-2.0	16
CCCCC(=O)Nc1ccc(C(=O)Nc2ccc(OC)cc2[N+](=O)[O-])cc1
  13	-2	-10	-18	2	8	41*	13	-3
O=C(O)c1ccc2c(c1)C(=O)N(C(Cc1ccccc1)C(=O)O)C2=O (stereo not drawn)
  -0.3	-3	-2	25	1	-13	1	-0.6	-5
O=C(CCOc1ccccc1)Nc1ccc(Cl)c(S(=O)(=O)N2CCOCC2)c1
  -0.4	5	-5	-1	0	0	2	0.1	20
COc1ccc(S(=O)(=O)N(CC(=O)NCCSc2ccc(C)cc2)c2ccc(C)cc2)cc1
  2.6	2	.	-19	-6	4	56*	2.4	.
Cc1cc(C)cc(NC(=O)NCCn2nnc3cc(S(=O)(=O)N(C)C)ccc32)c1
  -2.1	0	.	6	8	6	4	-0.6	.
CSc1ccccc1C(=O)Nc1nccs1
  -0.1	-2	15	0	8	14	2	0.6	16
O=C(C1CCN(S(=O)(=O)c2cc(Cl)ccc2Cl)CC1)N1CCCC1
  -1.7	-3	-26	-3	5	-2	2	0.0	5
COCCNC(=O)CCCn1c(=O)c2cc(OC)c(OC)cc2n(CC(=O)Nc2ccc(F)cc2)c1=O
  -0.2&-0.4	-3&0	2&-8	1&2	-5	0&3	-1&-1	-0.2	4
CC(=O)Oc1ccc(C(=O)OCC(=O)c2c(N)n(C)c(=O)n(C)c2=O)cc1OC(C)=O
  1.0	-6	-10	9	-3	15	0	2.7	12
COCCN(Cc1ccccc1)C(=S)Nc1ccc(Cl)cc1
  0.1	-10	-6	-36*	8	-8	4	-0.1	-5
CC(C(=O)OCC(=O)Nc1cccc(S(=O)(=O)N(C)C)c1)N1C(=O)c2ccccc2C1=O (stereo not drawn)
  0.0	0	7	-29	5	-3	7	0.0	26
CCN(CC(=O)NC1CCCC1)S(=O)(=O)c1ccc(Br)cc1
  -1.0	-4	7	10	-1	2	0	-0.7	3
Nc1cc(C2CCCC2)nn1-c1ccccc1
  -1.1	-6	-20	6	-10	-6	1	-0.7	-7
c1ccc(Nc2n[nH]nc2-c2ccccc2)cc1
  0.2	-1	7	-13	-2	-1	-1	-2.1	-3
COc1ccccc1NC(=O)/C=C/c1cc([N+](=O)[O-])ccc1OC(F)F
  0.3	-3	15	-3	-6	-2	1	2.7	0
CCc1ccc(N(CC(=O)Nc2ccccc2C(=O)N2CCOCC2)S(C)(=O)=O)cc1
  0.0	0	-4	-4	0	-3	2	0.2	-9
CCc1ccc(C(=O)c2cnc3ccc(F)cc3c2S(=O)(=O)c2ccccc2)cc1
  -0.5	-7	-19	-42*	0	-1	2	-0.6	.
COc1cc2ncc(C(=O)c3ccc(C)cc3)c(N3CCCCC3)c2cc1OC
  -0.4	-7	.	-3	-12	-6	0	-0.1	.
COc1ccccc1CNC(=O)c1ccc(OCc2c(C)noc2C)c(OC)c1
  -0.1	-9	-2	-21	11	2	-1	0.1	-2
COc1ccc(CNC(=O)C(C)N2Cc3ccccc3C2=O)cc1 (stereo not drawn)
  -0.1	-1	-1	-9	0	-1	1	0.4	.

# Some of the entries above in another layout:
smiles | TRHR ag | D1 potentiator | RXFP1 antag | D1 antag | D2 PAM | TRHR enhancer | D1 agonist | D2 ag | D2 antagonist
COc1ccc(CNC(=O)C(C)N2Cc3ccccc3C2=O)cc1 (stereo not drawn) | -0.1 | -1 | -1 | -9 | 0 | -1 | 1 | 0.4 | .
CCN(CC(=O)NC1CCCC1)S(=O)(=O)c1ccc(Br)cc1 | -1.0 | -4 | 7 | 10 | -1 | 2 | 0 | -0.7 | 3
CCOC(=O)C1=C(C)C(c2cccc(Oc3ccccc3)c2)NC(=S)N1 (stereo not drawn) | 0.1 | -10 | -10 | -2 | -3 | 15 | -2 | -0.1 | -4

# (listing goes on)
# Values run as follows: TRHR ag	D1 potentiator	RXFP1 antag	D1 antag	D2 PAM	TRHR enhancer	D1 agonist	D2 ag	D2 antagonist
O=C(COC(=O)c1n[nH]c2ccccc12)NC(=O)NC1CCCC1
  1.1	-3	?	.	15	6	2	-0.3	8
CCOc1ccc(Nc2nc(N)nc(CN(C)C3CCCCC3)n2)cc1
  -0.6	1	-11	-1	24	1	0	1.6	3
CCCNc1nc2c(c(=O)n(C)c(=O)n2C)n1CCC(C)C
  -1.7	-3	-2	-1	13	-3	0	0.0	-6
COc1ccc(S(=O)(=O)N2CCC(C(=O)Nc3cccc(Cl)c3)CC2)cc1OC
  0.8	-4	-12	-11	-4	-2	5	-0.3	-23
COc1ccc(OC)c(NC(=O)CCCN2C(=O)C3C4C=CC(C4)C3C2=O)c1 (stereo not drawn)
  -0.2	-6	-4	7	-11	0	1	0.6	-8
Cc1ccc(S(=O)(=O)N2CCC(C(=O)NC3CCCCC3C)CC2)cc1 (stereo not drawn)
  -0.6	1	17	5	4	-1	8	-1.1	9
CN(CC(=O)Nc1ccc(F)c(F)c1F)C(=O)C1=NN(c2ccccc2)C(=O)CC1
  0.5	-1	-3	15	0	-1	0	0.1	2
Cc1ccccc1OCC1Cc2c(nc(N)c(C#N)c2N)O1 (stereo not drawn)
  -0.2	2	-24	3	-4	27	-1	0.0	2
Cc1csc2nc(COc3ccc(NC(=O)COc4ccccc4F)cc3)cc(=O)n12
  -0.2	-3	.	-19	3	12	6	-0.3	.
Cc1nc(NC(=O)c2ccc3c(c2)OCO3)ccc1Br
  -0.2	5	-7	3	-5	-16	1	-1.8	11
O=C(Nc1cccc(Cl)c1)Nc1ccc(Br)cc1F
  1.8	-5	.	-26	-3	-2	12	2.6	5
CCOC(=O)c1cc(-c2ccco2)nc2c1c(C)nn2-c1ccccc1
  -0.5	2	-4	-2	14	11	4	0.3	3
COCCNC(=O)c1cc2c(-c3ccc(Cl)cc3)nn(C)c2s1
  -0.4	1	.	-8	3	6	0	-0.7	13
O=C(CSCc1ccccc1)Nc1ccc(S(=O)(=O)N2CCOCC2)cc1
  -0.3	-2	-9	-11	20	-5	8	-0.3	2
C=Cc1ccc(CSc2cc(C)nc3nc(C)nn23)cc1
  -0.2	-9	1	-13	-7	4	2	-0.4	0
COc1ccc(OC)c(C2C(C#N)=C(N)N(N(C)C)C3=C2C(=O)CC(C)(C)C3)c1 (stereo not drawn)
  0.1	-3	1	-4	15	12	0	0.9	3
Cc1ccc2nc(NC(=S)NC(=O)c3cccs3)sc2c1
  0.8	1	-5	3	-1	-2	1	-0.8	-11
CCCNS(=O)(=O)c1ccc(OCC(=O)NCc2ccco2)cc1
  0.4	-1	-1	2	-2	2	-2	0.3	-7
CC(C)C(C(=O)Nc1cccnc1)N1C(=O)c2ccccc2C1=O (stereo not drawn)
  -0.2	-3	-4	-9	-3	-5	2	0.2	6
Cc1ccc(OCC(=O)Nc2ccc(NC(=O)c3ccccc3)c(C)c2)cc1
  -0.8	4	-1	-2	2	1	4	-0.2	-17
CCCCNC(=O)COC(=O)c1cc(C)oc1C
  -0.2	0	4	14	0	-7	-3	0.3	-7
Cn1c2ccccc2c2cnn(CC(=O)NCCCN3CCN(c4ccccc4F)CC3)c(=O)c21
  1.2&-0.6	-5&-4	6&-11	-63*	-24&-9	4&6	10&7	69*!	63*
CCC(C(=O)c1ccc(O)cc1)c1ccccc1 (stereo not drawn)
  -0.2	-3	14	17	8	0	4	-0.2	1
COc1ccc(CNC(=O)C(OC(C)=O)c2ccccn2)cc1 (stereo not drawn)
  0.5	-3	-11	0	3	17	1	-0.4	-8
CCOC(=O)CCC(=O)Nc1ccc([N+](=O)[O-])cc1C
  -0.1	-1	-24	-3	-1	0	0	0.0	-1
C/C(=N\NC(=O)CCc1ccc(S(=O)(=O)N2CCOCC2)cc1)c1ccc(Br)cc1
  -0.4	-3	5	14	3	4	1	-0.5	-2
CC(C)(C)OC(=O)CN1c2cccc3cccc(c23)S1(=O)=O
  0.3	-3	-2	5	-3	8	4	-1.0	-5
O=[N+]([O-])c1ccc2nc(-c3ccccc3[N+](=O)[O-])[nH]c2c1
  -1.1	-9	3	-39*	-1	-2	10	1.0	-23
Cc1cccc(NC(=O)Cn2nnc(C(=O)NCc3ccco3)c2N)c1
  2.2&-2.2	5&1	-3	-17&-7	-6&23	-7&5	3&3	1.9&-0.4	34*
COc1ccc(-c2csc(/N=C/N(C)C)n2)cc1OC
  -0.1	-16	-12	-6	-4	-1	2	-0.1	-17
O=S1(=O)CCC(NC(=S)N2CCOCC2)C1 (stereo not drawn)
  -0.9	-3	-2	12	0	4	8	0.2	-15
